NCI-60 one-dose screen, 48 h, at 10 µM unless noted. Numbers give growth in % (100 = growth as untreated, 0 = no growth, -100 = all killed).
SW-620 – SW-620 colon cancer | 5.2% of 82,000 active | AID 1794795
HCT-15 – HCT-15 colon cancer; 5.2% of 82,000 active; AID 1794746
COLO 205 – COLO 205 colon cancer. 7.3% of 79,000 active
NCI-H322M – NCI-H322M lung cancer; 2.7% of 80,000 active; AID 1794733
NCI-H460 – NCI-H460 lung cancer; 6.8% of 82,000 active; AID 1794736
HT29 – HT29 colon cancer. 7.4% of 81,000 active
NCI-H23 – NCI-H23 lung cancer. 4% of 80,000 active. AID 1794731
NCI-H522 – NCI-H522 lung cancer. 8% of 78,000 active
NCI-H226 – NCI-H226 lung cancer; AID 1794732; 3.5% of 79,000 active
* = called active by the depositor; · = not tested or not shown; & = joins results of further samples. The calls were made as follows: active = growth percent below 10; inactive = the rest. Some of the compounds tested (hit frequency here may not be typical).

SMILES | SW-620 | HCT-15 | COLO 205 | NCI-H322M | NCI-H460 | HT29 | NCI-H23 | NCI-H522 | NCI-H226
COc1ccc(-n2c(Sc3sc(N)nc3C)nc3ccc(Cl)cc3c2=O)cc1 | 101.9 | 94.2 | 111.2 | 95.0 | 99.0 | 90.8 | 98.3 | 89.5 | 88.2
CC[C@H](C)[C@H](NC(=O)c1cccn1C)C(=O)N(C)[C@H](C[C@@H](OC(C)=O)c1nc(C(=O)N[C@@H](Cc2ccccc2)C[C@H](C)C(=O)OC)cs1)C(C)C | 26.2 | 12.0 | -69.7* | 37.6 | 6.6* | -18.1* | 22.8 | -19.3* | 7.6*
CNC(=O)CCl | 107.1 | 100.9 | 107.7 | 101.6 | 106.7 | 101.8 | 101.3 | 105.8 | 90.9
CC(C)SP(=S)(SC(C)C)SC(C)C | 98.3 | 102.2 | 106.7 | 112.4 | 106.2 | 98.0 | 108.2 | 96.1 | 76.5
O=c1oc2ccc(-c3ccc(F)cc3F)cc2c(=O)n1-c1ccc([N+](=O)[O-])c(C(F)(F)F)c1 | 109.7 | 102.0 | 119.7 | 101.6 | 104.7 | 109.1 | 101.0 | 100.7 | 94.7
NN=C1C(Cl)=C(Cl)C(Cl)=C1Cl | 115.7 | 95.9 | 109.3 | 111.5 | 106.1 | 102.3 | 94.3 | 46.9 | 113.2
CCCCC/C=C\C/C=C\C/C=C\C/C=C\CCCC(=O)NCC(=O)O | 92.2 | 120.3 | 114.1 | 122.4 | 115.8 | 117.5 | 106.4 | 96.8 | ·
COC(=O)C1C2c3ccccc3C(c3ccccc32)C1C(=O)OC (stereo not given) | 90.3 | 103.5 | 104.8 | 93.8 | 85.1 | 99.2 | 100.9 | 88.4 | 97.0
CCc1ccccc1-n1c(C)nc2ccccc2c1=O | 108.0 | 105.7 | 110.0 | 100.3 | 106.7 | 93.1 | 96.8 | 90.7 | 105.3
CCCCOC(=O)c1ccccc1C(=O)O | 110.4 | 105.3 | · | 126.2 | 114.8 | 90.7 | 97.2 | 91.2 | 103.1
N#Cc1cccc(Cl)c1 | 102.9 | 98.9 | 101.3 | 99.9 | 103.6 | 103.9 | 102.6 | 115.7 | 114.0
CCP(=S)(CC)P(=S)(CC)CC | 110.8 | 99.0 | 107.8 | 106.7 | 105.2 | 107.9 | 115.1 | · | 96.0
CCOC(=O)C1C(=O)C(CN(CCCl)CCCl)C(=O)C(C(=O)OCC)C1c1ccc(O)cc1 (stereo not given) | 86.5 | 87.1 | 94.3 | 97.7 | 36.0 | 79.9 | 97.8 | 81.5 | 94.7
CC(=O)N1N=C(c2ccc(F)cc2)CC1c1sc(N(CCCl)CCCl)nc1Cl (stereo not given) | 98.8 | 98.4 | 97.6 | 82.7 | 98.7 | 88.8 | 96.4 | 71.6 | 88.7
OC(c1ccccc1)C(Cl)(Cl)Cl (stereo not given) | 110.0 | 103.7 | 106.0 | 94.7 | 107.5 | 101.8 | 97.1 | 92.1 | 98.2
CCOP(=O)(OCC)C(O)c1ccccc1Cl (stereo not given) | 99.2 | 88.8 | 106.9 | 93.8 | 102.0 | 104.7 | 99.4 | 95.7 | 98.1
CN(C)CCCNC(=O)/C(C#N)=C/c1ccc(N(CCCl)CCCl)cc1 | 83.9 | 93.2 | 94.9 | 109.3 | 80.3 | 53.8 | 86.4 | 81.4 | 99.5
COC(=O)CC(c1ccccc1)N1CC1 (stereo not given) | 110.0 | 105.0 | 113.3 | 110.0 | 113.3 | 109.9 | 104.1 | 100.1 | 104.2
Cc1ccc(C)c(OP(=O)(Oc2cc(C)ccc2C)Oc2cc(C)ccc2C)c1 | 100.6 | 98.4 | 104.6 | 87.8 | 102.5 | 64.7 | · | 86.2 | 105.4
C[C@]12C=CC(=O)C[C@@H]1CC[C@@H]1[C@@H]2CC[C@]2(C)[C@@H](O)CC[C@@H]12 | 106.2 | 79.2 | 106.0 | 90.1 | 96.3 | 92.1 | 94.6 | · | 106.2
COc1ccc(-c2c[se]c(Nc3ccc(C)cc3)n2)cc1 | 100.7 | 95.5 | 109.1 | 50.0 | 58.2 | 104.4 | 82.5 | 72.7 | 86.3
C=CCN1CC[C@]23c4c5ccc(O)c4OC2C(=O)CC[C@@]3(O)[C@H]1C5 (stereo not given in full) | 105.0 | 106.9 | 115.6 | 102.1 | 110.2 | 107.3 | 99.0 | 99.3 | 93.4
Cc1ccc(NC(=O)CCl)cc1 | 92.5 | 82.7 | 114.2 | 87.5 | 98.5 | 97.0 | 77.2 | 66.4 | 89.6
COC(=O)[C@@]12C(=O)N(Cc3ccc(OC)cc3OC)C(C)(C)C1=Cc1cccc3c1[C@@]2(O)C(=O)N3C | 94.7 | 102.2 | 108.8 | 114.0 | 100.1 | 99.5 | 98.1 | 90.0 | 104.9
CSc1nc(N)nc2nc(NN)nn12 | 102.7 | 102.3 | 108.5 | 110.7 | 107.3 | 103.8 | 106.9 | 106.2 | 101.3
Later entries:
SMILES | SW-620 | HCT-15 | COLO 205 | NCI-H322M | NCI-H460 | HT29 | NCI-H23 | NCI-H522 | NCI-H226
CCC(C)c1cnc(CC(C)C)c(=O)n1O (stereo not given) | 107.8 | 106.5 | 115.1 | · | 103.6 | 111.8 | 102.3 | 111.8 | ·
COC(=O)C12NC1(c1ccccc1C(F)(F)F)OC(=O)C2c1ccccc1 (stereo not given) | 96.4 | 100.3 | 100.7 | 89.1 | 99.3 | 98.4 | 97.4 | 101.6 | 111.0
O=[N+]([O-])c1ccc(N2CC2)c([N+](=O)[O-])c1 | 100.3 | 101.8 | 92.8 | 98.3 | 44.6 | 101.7 | 94.8 | 79.9 | 100.6
COc1ccc(CC#N)cc1 | 103.1 | 94.6 | 114.6 | 96.0 | 108.2 | 89.4 | 101.2 | 80.6 | 94.0
O=S(OCC(Cl)(Cl)Cl)OCC(Cl)(Cl)Cl | 106.6 | 106.5 | 112.6 | 107.8 | 108.9 | 101.7 | 98.2 | 96.1 | ·
CC1(C)N=C(N)N=C(N)N1c1ccc(OCCCCNC(=O)Nc2cccc(S(=O)(=O)F)c2)c(Cl)c1 | 27.1 | 90.3 | 50.4 | 57.6 | 14.2 | 14.4 | 39.8 | · | 69.4
O=c1oc2ccccc2n1SC(Cl)(Cl)Cl | 103.9 | 109.1 | 108.0 | 98.7 | 110.5 | 102.9 | 99.4 | · | 98.0
O=C(CCCc1ccc([N+](=O)[O-])cc1)Nc1ccccc1S(=O)(=O)F | 107.5 | 107.5 | 116.4 | 109.3 | 103.6 | 109.6 | 108.1 | 99.8 | 95.0
Clc1ccc(C(c2ccc(Cl)cc2)C(Cl)Cl)cc1 | 101.8 | 97.4 | 89.0 | 103.8 | 103.9 | 97.9 | 88.6 | 96.1 | 82.6
CC1=CC[C@@H]2[C@@H](C1)c1c(O)cc(C(C)(C)c3ccccc3)cc1OC2(C)C | 77.2 | 74.3 | 75.5 | · | 74.0 | 60.3 | 77.7 | 64.0 | 80.1
Fc1ccccc1CCl | 107.3 | 102.2 | 125.7 | 116.8 | 112.2 | 103.9 | 105.8 | 102.0 | 111.0
[O-][Cl+3]([O-])([O-])O | 107.6 | 103.6 | 114.8 | 93.5 | 109.0 | 101.2 | 102.9 | 100.3 | 93.5
N#Cc1nc(C2CC2c2ccccc2)oc1N1C[C@@H]2C[C@@H](C1)c1cccc(=O)n1C2 (stereo not given in full) | 92.8 | 104.1 | 112.6 | 95.7 | 96.8 | 100.0 | 106.0 | 95.6 | 84.1
NC(=O)OC1CCCCC1 | 111.5 | 109.9 | 105.2 | 129.0 | 112.3 | 103.6 | 109.9 | 95.5 | 103.9
Cc1cc[n+](C(C)(C)C)o1 | 103.9 | 104.3 | 110.4 | 120.5 | 115.6 | 110.8 | 82.0 | 107.9 | 113.0
N#CC1=C(N)Oc2cc3c(cc2C1c1cccs1)OCO3 (stereo not given) | 26.3 | 35.5 | -7.5* | 40.5 | 15.6 | 9.0* | 15.2 | -26.0* | 47.6
Cn1c(=O)c2ncnnc2n(C)c1=O | 116.0 | 108.6 | 124.9 | 98.1 | 118.7 | 122.2 | 106.1 | 100.6 | 108.1
CC1CN1P(=O)(N1CC1C)N1C(C)CCC1C (stereo not given) | 101.7 | 104.9 | 107.4 | 113.7 | 96.9 | 106.9 | 100.4 | 102.6 | 106.6
CN1CCN(C(=O)COc2ccc3c(c2)CCCC(=O)N3)CC1 | 99.8 | 101.4 | 114.2 | 115.7 | 108.0 | 117.5 | 104.6 | 100.8 | 93.8
Cc1cc(N(CCCl)CCCl)ccc1/C=C/c1ccncn1 | 82.1 | 80.3 | 107.0 | 103.7 | 51.7 | 78.2 | 87.7 | 81.3 | 84.8
CN(C)C(=O)Oc1ccccc1 | 93.8 | 98.1 | 112.3 | 109.5 | 97.5 | 117.9 | 104.1 | 112.2 | 105.0
C=CC1CC=CCC1 (stereo not given) | 104.2 | 106.9 | 102.8 | 86.7 | 108.1 | 103.5 | 105.7 | 94.4 | 96.1
O=[As](O)(O[As](=O)(O)c1ccccc1)c1ccccc1 | 108.3 | 97.4 | 107.6 | 112.2 | 108.4 | 100.4 | 108.8 | · | 99.3
Cc1nc(N2CC2)nc(N(C)c2ccccc2)c1[N+](=O)[O-] | 108.4 | 101.8 | 116.7 | 113.8 | 108.1 | 105.2 | 96.1 | 101.9 | 104.2
CC(O)c1ccc(Cl)cc1 (stereo not given) | 98.5 | 102.7 | 107.9 | 112.4 | 103.8 | 107.1 | 109.8 | 91.4 | 106.8

2 compounds picked at random from the list so far:
SMILES | SW-620 | HCT-15 | COLO 205 | NCI-H322M | NCI-H460 | HT29 | NCI-H23 | NCI-H522 | NCI-H226
CC1(C)N=C(N)N=C(N)N1c1ccc(OCCCCNC(=O)Nc2cccc(S(=O)(=O)F)c2)c(Cl)c1 | 27.1 | 90.3 | 50.4 | 57.6 | 14.2 | 14.4 | 39.8 | · | 69.4
Cn1c(=O)c2ncnnc2n(C)c1=O | 116.0 | 108.6 | 124.9 | 98.1 | 118.7 | 122.2 | 106.1 | 100.6 | 108.1

The list continues.
SMILES | SW-620 | HCT-15 | COLO 205 | NCI-H322M | NCI-H460 | HT29 | NCI-H23 | NCI-H522 | NCI-H226
CC1=C2CC[C@H]3[C@@H](CCC4=CC(=O)CC[C@@]43C)[C@@H]2CC1 | 102.4 | 93.7 | 102.9 | 114.2 | 108.5 | 110.7 | 108.7 | 123.7 | 96.0
O=C(/C=C/c1cccc(Br)c1)c1nc2ccccc2n1Cc1ccc(Br)cc1 | · | -78.0* | -34.1* | 51.9 | -40.3* | -49.0* | -50.7* | -53.4* | -67.7*
Oc1ccc(Br)cc1 | 96.5 | 104.8 | 113.9 | 102.5 | 100.9 | 112.0 | 109.4 | 94.5 | 101.2
O=C(OCCl)c1ccccc1 | 99.3 | 100.6 | 105.1 | 126.2 | 97.9 | 113.6 | 99.3 | · | 106.4
O=C1NC(=O)C(=Cc2c(Cl)cccc2Cl)C(=O)N1 | 96.0&95.5 | 94.2&93.0 | 106.8&105.2 | 97.6&105.7 | 105.8&106.6 | 113.9&93.7 | 102.6&99.8 | 129.6&87.5 | 98.4
N#CC(NC(=O)CCl)=C(Cl)Cl | -50.1* | -21.1* | -90.4* | 78.6 | 50.7 | -49.2* | 28.5 | -84.4* | 70.8
C=CC1=C[C@@H]2[C@@H]3O[C@]4(CC[C@H](O4)[C@@H](C)C[C@@H](O)C3=O)C[C@H](O)C3=NCC[C@@]32CC1 | -11.3* | -13.9* | -25.6* | -23.4* | -28.9* | -13.6* | -34.6* | -33.5* | -29.2*
O=[N+]([O-])c1ccc(/C=C/C=C/c2ccc(Cl)cc2S(=O)(=O)F)c(Cl)c1 | 102.2 | 104.2 | 104.4 | 93.3 | 105.4 | 98.7 | 101.0 | 86.2 | 98.9
O=c1c([N+](=O)[O-])cn(O)cc1[N+](=O)[O-] | 103.3 | 108.2 | 111.1 | · | 105.5 | 102.6 | 102.3 | 97.4 | 92.0
NNC(N)=S | 106.8 | 98.3 | 110.3 | 108.5 | 106.7 | 102.7 | 100.4 | 95.4 | 95.1
CNc1nn[nH]n1 | 104.4 | 116.0 | 109.9 | 124.5 | 108.9 | 113.6 | 103.9 | 97.6 | 116.8
CCC1(C(C)C)C(=O)NC(=S)NC1=O | 97.0 | 97.6 | 122.7 | 106.4 | 101.5 | 111.8 | 117.5 | 104.5 | 90.5
Nc1ccc(CCNS(=O)(=O)c2ccc(S(=O)(=O)F)cc2)cc1 | 105.4 | 108.5 | 114.1 | · | 107.6 | 125.6 | · | 129.9 | 91.8
COc1cc(/C=C\c2cc(OC)c(OC)c(OC)c2)cc(N/C=C\C(=O)c2cn(C)c3ccccc23)c1OC | 66.9 | 58.5 | 90.6 | 99.2 | 97.8 | 79.2 | 83.0 | 59.7 | 92.8
Oc1ccc2c3c1O[C@H]1c4[nH]c5ccccc5c4C[C@@]4(O)C(C2)N(CC2CC2)CC[C@]314 | 99.9 | 99.7 | 96.9 | 94.3 | 106.7 | 83.9 | 90.9 | · | 94.4

A different layout for part of the listing above:
Results follow in this order: SW-620	HCT-15	COLO 205	NCI-H322M	NCI-H460	HT29	NCI-H23	NCI-H522	NCI-H226
- CCC(C)c1cnc(CC(C)C)c(=O)n1O (stereo not given)
→ 107.8	106.5	115.1	·	103.6	111.8	102.3	111.8	·
- COC(=O)C12NC1(c1ccccc1C(F)(F)F)OC(=O)C2c1ccccc1 (stereo not given)
→ 96.4	100.3	100.7	89.1	99.3	98.4	97.4	101.6	111.0
- O=[N+]([O-])c1ccc(N2CC2)c([N+](=O)[O-])c1
→ 100.3	101.8	92.8	98.3	44.6	101.7	94.8	79.9	100.6
- COc1ccc(CC#N)cc1
→ 103.1	94.6	114.6	96.0	108.2	89.4	101.2	80.6	94.0
- O=S(OCC(Cl)(Cl)Cl)OCC(Cl)(Cl)Cl
→ 106.6	106.5	112.6	107.8	108.9	101.7	98.2	96.1	·
